# HKDC1 inhibitor = HKDC1 hexokinase inhibitors, primary screen, biochemical, fluorescence, uHTS; Q2TB90; recombinant HKDC1, G6PDH/diaphorase resazurin coupled fluorescence; inhibition, % at 20 µM; 0.16% of 340,000 active; AID 493160, 2011;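 active = inhibition above about 35% when tested at 20 µM, limit read from the data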;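 note: plate controls were DMSO wells with enzyme for no effect and DMSO wells lacking enzyme for full effect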
#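 Test system: recombinant HKDC1 (HK5) hexokinase enzyme, produced in-house; Amount: enzyme 5 µg/mL final; Buffer or medium: Tris pH 8.0 buffer with MgCl2, Tween-20, BSA, BME; Reagent: glucose and ATP substrates; Doses: 20 µM test compound, 1% DMSO; Incubation: 90 min reaction incubation at room temperature, dark; Detection: resorufin fluorescence at 613 nm.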
# Jurkat NFkB inh = inhibitors of induced NF-kB luciferase reporter, primary screen, TCR NF-kB activation inhibitor project, cell-based, luminescence, uHTS | Jurkat, PMA/ionomycin-induced NF-kB luciferase reporter | 0.53% of 330,000 active | inhibition, % at 4 µM
# UBC13 polyUb = UBC13 polyubiquitin chain formation inhibitors, primary screen, biochemical, TR-FRET, uHTS; Ubiquitin-conjugating enzyme E2 N (Homo sapiens), P61088; inhibition, % at 20 µM; 0.47% of 330,000 active; AID 485273, 2010; in the data active = inhibition above about 45%, passing the limit was not always enough
# 697 NFkB inh = inhibitors of PMA/ionomycin-induced NF-kB reporter, 697 cells, primary screen, B-cell NF-kB inhibitor project, cell-based, luminescence, uHTS. 0.33% of 330,000 active. AID 435022, 2010. 697 B-cell NF-kB luciferase reporter, 16 h. inhibition, % at 4 µM; in the data active = inhibition above about 35%
# SENP8 inh = SENP8 protease inhibitors, primary screen, biochemical, luminescence; Sentrin-specific protease 8 (Homo sapiens), Q96LD8; 1.2% of 330,000 active; inhibition, % at 10 µM; purified SENP8, Z-RLRGG-aminoluciferin cleavage
# Apaf-1 inh = inhibitors of human Apaf-1 apoptosome, primary screen, biochemical, DEVD-Rh110 fluorescence, uHTS; Apoptotic protease-activating factor 1 (Homo sapiens), O14727; reconstituted apoptosome caspase-3 activity; inhibition, % at 20 µM; 0.71% of 330,000 active; active = inhibition of at least 40% at 20 µM;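 note: plate controls were DMSO wells for no effect and DEVD-CHO caspase inhibitor wells for full effect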
# Target sequence (O14727 whole entry, looked up): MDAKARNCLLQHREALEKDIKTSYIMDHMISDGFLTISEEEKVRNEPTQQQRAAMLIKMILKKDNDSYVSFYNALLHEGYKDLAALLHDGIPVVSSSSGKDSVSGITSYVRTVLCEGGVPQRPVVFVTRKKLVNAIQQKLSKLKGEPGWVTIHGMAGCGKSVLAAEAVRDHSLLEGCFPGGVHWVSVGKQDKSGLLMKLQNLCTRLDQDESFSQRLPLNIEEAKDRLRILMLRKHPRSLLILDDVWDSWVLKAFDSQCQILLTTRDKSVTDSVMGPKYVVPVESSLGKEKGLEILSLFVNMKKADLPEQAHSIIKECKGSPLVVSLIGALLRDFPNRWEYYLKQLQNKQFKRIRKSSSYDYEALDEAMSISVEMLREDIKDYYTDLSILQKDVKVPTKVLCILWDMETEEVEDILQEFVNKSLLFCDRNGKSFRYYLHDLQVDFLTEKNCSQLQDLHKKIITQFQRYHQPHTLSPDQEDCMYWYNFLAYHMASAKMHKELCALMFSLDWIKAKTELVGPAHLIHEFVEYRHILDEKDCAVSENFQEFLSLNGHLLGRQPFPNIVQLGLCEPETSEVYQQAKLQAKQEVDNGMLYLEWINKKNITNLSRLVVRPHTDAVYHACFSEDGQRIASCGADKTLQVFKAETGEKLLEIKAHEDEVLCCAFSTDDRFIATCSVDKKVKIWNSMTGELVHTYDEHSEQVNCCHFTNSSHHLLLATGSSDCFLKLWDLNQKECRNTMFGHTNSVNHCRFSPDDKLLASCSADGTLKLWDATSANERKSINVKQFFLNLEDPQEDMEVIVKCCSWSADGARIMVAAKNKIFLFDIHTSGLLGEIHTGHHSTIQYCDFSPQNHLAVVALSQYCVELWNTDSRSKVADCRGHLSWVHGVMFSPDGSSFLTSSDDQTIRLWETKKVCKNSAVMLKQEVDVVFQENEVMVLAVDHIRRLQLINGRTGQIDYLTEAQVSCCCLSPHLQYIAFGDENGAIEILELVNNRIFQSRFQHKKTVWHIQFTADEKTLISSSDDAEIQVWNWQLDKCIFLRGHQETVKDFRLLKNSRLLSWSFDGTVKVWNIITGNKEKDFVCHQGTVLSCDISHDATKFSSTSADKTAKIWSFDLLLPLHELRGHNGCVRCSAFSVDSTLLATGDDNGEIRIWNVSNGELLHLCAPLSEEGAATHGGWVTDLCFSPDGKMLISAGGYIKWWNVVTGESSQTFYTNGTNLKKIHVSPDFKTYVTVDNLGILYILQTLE
#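 System: Apoptosome proteins | Medium: Hepes pH 7.5 with detergent and BSA | Also added: Cytochrome c trigger plus (Z-DEVD)2-Rh110 caspase-3 substrate | Incubation: 30 min compound preincubation, 50 min activation, room temperature | Detection: Rhodamine 110 fluorescence at Ex 480/Em 540 nm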
# SENP7 inh = SENP7 protease inhibitors, primary screen, biochemical, luminescence, uHTS. Sentrin-specific protease 7 (Homo sapiens), Q9BQF6. recombinant SENP7, Z-RLRGG-aminoluciferin luminescence, 40 min. inhibition, % at 5 µM. 1.5% of 330,000 active. AID 434973, 2010;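 active = inhibition above about 50% at the single test dose, limit read from the data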;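 note: plate controls were DMSO with enzyme for no effect and no enzyme buffer wells for full effect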
# Gli-Sufu block = Gli-Sufu pathway antagonists, primary screen, luciferase luminescence, Sufu-KO-LIGHT cells, uHTS; Sufu-KO-LIGHT fibroblasts, Gli luciferase reporter luminescence; inhibition, % at 5 µM; 0.74% of 340,000 active;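 active = inhibition above about 55%, limit read from the data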;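 note: 0% = DMSO-treated cells and 100% = wells with medium but no cells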
# * hit, by the source's call; i = inactive; . = no result given. Cut-off read from the data, not from the text of the source, unless noted: active = inhibition above about 50%; inactive = the rest.
SMILES,HKDC1 inhibitor,Jurkat NFkB inh,UBC13 polyUb,697 NFkB inh,SENP8 inh,Apaf-1 inh,SENP7 inh,Gli-Sufu block
Cc1ccc(C)c(NC(=O)CN(C)C(=O)Cc2ccc(Cl)cc2Cl)c1,-5,1,0,11,1,14,3,18
O=S(=O)(N/N=C/c1cccc(OC2CSC2)c1)c1ccccc1,-6,-15,-1,-1,13,-12,2,4
CCN(CC)S(=O)(=O)c1ccc(C)c(NC(=O)CNc2cccc(S(=O)(=O)N3CCCC3)c2)c1,-2,2,0,-41,-6,-5,-3,36
CCN1CCN(c2ccc(NC(=O)CCc3c(C)nc4c(-c5ccccc5)c(C)nn4c3C)cc2)CC1,1,2,32,-21,8,48*,-2,.
N#CC(C#N)=C/C=C(\Nc1ccc(Cl)cc1)c1ccc(Cl)cc1,0,1,1,-1,1,-5,1,2
C/C(=N/Oc1nc(C)cc(C)n1)c1ccccc1,1,-15,4,-17,-7,-3,-4,-9
O=C(CC12CC3CC(CC(C3)C1)C2)NC(=S)N1CCCCC1,-11,3,11,-15,-5,7,0,-4
Cc1cc(C)c(S(=O)(=O)c2ccccc2C)c(SCC(C)C)n1,1,9,8,7,-8,18,0,2
COc1cccc(OC)c1C(=O)Nc1c(C(=O)N2CCN(c3ccccn3)CC2)oc2ccccc12,7,7,2,-9,-5,14,5,13
CC1=C(C(=O)Nc2ccc(C(=O)NCCC(C)C)cc2)SCCO1,1,6,1,-7,3,1,-7,-7
O=C1CCc2cc(S(=O)(=O)NC(C(=O)N3CCN(c4ccccn4)CC3)c3ccccc3)ccc2N1 (stereo not given),-10,1,0,15,1,-1,1,10
NC1=NC(c2cccc(O)c2)n2c(nc3ccccc32)N1 (stereo not given),11,3,3,3,0,2,5,3
COc1cc2c(cc1NC(=S)Nc1cccc(C(F)(F)F)c1)oc1ccccc12,6,-5,4,5,1,1,0,10
CC1=CC(C)[C@H](/C=N/n2c(=O)[nH]c3c([nH]c4ccc(Br)cc43)c2=O)C(C)C1 (stereo not given in full),4,23,-14,11,0,-21,3,4
O=C(O)CCCN1C(=O)C2C3CC(C2C1=O)C1C(c2ccccc2)c2sc(=O)[nH]c2SC31 (stereo not given),3,4,6,1,3,-11,-3,3
CCOC(=O)c1cc(C(=O)NN)c(C)nc1C,-7,7,5,14,-8,-15,0,-3
C[C@@H]1C[C@H]2[C@@H]3C[C@H](F)C4=CC(=O)C=C[C@]4(C)[C@@]3(Cl)[C@@H](O)C[C@]2(C)[C@H]1C(=O)COC(=O)C(C)(C)C,-8,-2,-1,14,-2,12,2,9
CC(C)c1ccc(/C=N/N2CCCCC2)cc1,-6,-91,-8,-77,7,-6,-14,-33
Cc1noc2ncnc(Sc3c(Cl)cccc3Cl)c12,13,-2,5,14,7,11,4,3
COc1ccc(-c2nnc(NC(=O)c3ccc([N+](=O)[O-])o3)o2)c(OC)c1,4,4,-21,-8,-1,5,-1,-4
Cc1cc(C)nc(NC(=S)NC(=O)c2ccccc2F)n1,-6,13,2,12,4,-3,-4,0
Cc1cc(=O)c2cc(Cl)ccc2[nH]1,-4,-1,4,0,11,-8,1,5
C[C@H](CO)N1C[C@H](C)[C@@H](CN(C)Cc2ccc(C(=O)O)cc2)Oc2ccc(NC(=O)Cn3cnnn3)cc2C1=O,-1,5,-12,16,-10,-4,-8,4
CC(CN(C)Cc1nc(Cc2cccc(C(F)(F)F)c2)no1)CN1CCCC1 (stereo not given),-8,-10,10,-4,-3,14,1,12
CC(=O)C1=C(C)NC(SCC(=O)Nc2nccs2)=C(C#N)C1c1ccccc1Cl (stereo not given),-6,9,31,-28,-2,12,-1,-3
Cc1noc(C)c1CN1C(=O)c2cccc([N+](=O)[O-])c2C1=O,-4,7,15,8,8,4,11,-15
C=CCn1c(C)csc1=Nc1ccccc1C,-4,-16,-13,-2,-16,4,-14,-16
COc1ccccc1NC(=O)C(=O)NCC1COc2ccccc2O1 (stereo not given),-4,-4,5,9,3,3,-3,3
COc1ccc(S(=O)(=O)N2CCC(C(=O)N3CCc4ccccc4C3)CC2)cc1Cl,8,-4,-3,10,-5,20,8,-2
CN(Cc1ccccc1)C(=O)COC(=O)C1CCN(S(=O)(=O)c2ccc3c(c2)OCCO3)CC1,5,13,2,25,-11,5,-13,-10
Cc1cccc2c(=O)c(C(=O)NCCc3ccccc3)c[nH]c12,-4,-32,6,-18,2,-14,1,-15
CCN(CC)c1ccc(NC(=O)c2cc3ccccc3o2)c(C)c1,-8,-39,2,-49,-3,8,3,-15
Cc1ccc(NC(=O)Cn2cc3c(n2)CCC(C)C3)cc1 (stereo not given),-4,9,0,15,5,-4,4,18
COc1ccc(C(=O)NCCSc2ccc(C)cc2)cc1,-6,6,-6,-44,-11,6,0,-9
COC(=O)c1cc(S(=O)(=O)NCC2CCN(Cc3ccc(C)cc3)CC2)c[nH]1,-2,15,-4,10,-1,-12,-3,14
Cc1c(C(=O)Nc2ccc(N3CCOCC3)cc2)oc2ccccc12,3,-44,-5,-53,32,13,67*,-48
COc1ccc(-c2cc(C(F)(F)F)c(C#N)c(SCC(=O)O)n2)cc1,3,-17,-16,19,-20,16,-5,-4
O=C(Nc1ccc(S(=O)(=O)NCc2ccccc2)cc1)C1CCCCC1,-6,22,0,-20,-4,12,-1,0
N#Cc1ccc(N/N=C/c2ccccc2)c([N+](=O)[O-])c1,-5,-5,-3,2,-3,-9,-2,-10
COc1ccc([N+](=O)[O-])c(OC)c1C(=O)NC(=O)Nc1nc(C)nc(C)n1,-4,-7,-2,12,3,-6,-2,2
Cc1ccc(NC(=O)Cn2cnc3c(oc4nc5c(cc43)COC(C)(C)C5)c2=O)cc1,0,12,-6,-9,-1,6,-2,-29
COc1ccc(NC(=O)C2CCCCN2CC(=O)OCc2ccccc2)cc1OC (stereo not given),-4,-12,-9,-1,-11,4,-10,1
O=C(CCc1ccc(S(=O)(=O)NC2CCCCC2)cc1)NCc1ccccc1,2,-10,-6,-5,-9,17,-9,15
O=P(c1ccccc1)(c1ccccc1)C(O)c1ccccn1 (stereo not given),-9,0,4,7,4,4,3,4
O/N=C\c1ccc2noc(-c3ccc(Cl)cc3)c2c1,-2,-16,-10,-11,-9,0,-1,-13
O=C(CCN1C(=O)/C(=C/c2ccccc2Cl)SC1=S)NC1CCCC1,-5,8,3,-28,8,10,1,7
O=C(CSc1nc2ccccc2c(=O)[nH]1)Nc1ccc(N2CCOCC2)c(Cl)c1,-1,14,0,3,-4,7,2,10
COCCN(C(=O)CCC(=O)Nc1cc(C)on1)C(C(=O)NC(C)(C)C)c1cccc(OC)c1OC (stereo not given),3,-10,-1,21,3,18,1,-5
CC(C)Oc1ccc(C(=O)OCC(=O)N2CCCc3ccccc32)cc1,-2,11,-14,-14,6,15,-3,-19
CCN1/C(=C\c2ccc3ccccc3[n+]2CC)Sc2cc(C)ccc21,-28,90*,i,65*,-1,18,1,90*
O=C(c1ccc(-n2cccc2)cc1)N1CCCCC1,0,-8,18,2,-12,-5,-21,-13
CCOC(=O)c1c(C)[nH]c(C(=O)COC(=O)c2cnccn2)c1C,-5,10,-7,15,-10,-1,-8,3
Cc1ccnc(NC(=O)CCC(=O)N(CC(=O)NC2CCCCC2)c2ccc3c(c2)OCO3)c1,-4,-10,0,13,-7,6,-7,-1
CCO[C@@H]1OC(C(=O)Nc2ccccc2)=C[C@H](C)[C@H]1CCCO,-4,3,0,12,3,-2,0,-3
Cc1ccc2c([N+](=O)[O-])c(C)ccc2n1,-1,15,1,19,-10,2,-3,0
Cc1ccccc1C(=O)NC(C(=O)Nc1nc2c(s1)CCCC2)C(C)C (stereo not given),-9,13,7,-25,2,11,-4,6
c1ccc(-c2nnc(CSc3nnc(-c4ccncc4)n3Cc3ccco3)o2)cc1,2,3,-7,-13,-9,8,-6,8
c1ccc(N/N=C2\CCCc3ccccc32)nc1,-3,-2,-10,5,-1,12,-9,-9
O=C1CC(c2ccccc2)CC(O)=C1C=NCCN1CCOCC1 (stereo not given),13,-3,1,19,0,-8,4,11
CCOC(=O)c1c(C)[nH]c(C(=O)NCc2ccccn2)c1C,-2,-27,3,-45,4,-8,2,-43

# Arranged by value in SENP7 inh (highest first): some entries from above
Compound	HKDC1 inhibitor	Jurkat NFkB inh	UBC13 polyUb	697 NFkB inh	SENP7 inh
O/N=C\c1ccc2noc(-c3ccc(Cl)cc3)c2c1	-2	-16	-10	-11	-1
Cc1ccnc(NC(=O)CCC(=O)N(CC(=O)NC2CCCCC2)c2ccc3c(c2)OCO3)c1	-4	-10	0	13	-7
CCOC(=O)c1c(C)[nH]c(C(=O)COC(=O)c2cnccn2)c1C	-5	10	-7	15	-8

# Additional compounds.
SMILES,HKDC1 inhibitor,Jurkat NFkB inh,UBC13 polyUb,697 NFkB inh,SENP8 inh,Apaf-1 inh,SENP7 inh,Gli-Sufu block
CCOC(=O)c1sc(NC(=O)CSc2nccc(C)n2)nc1C,-5,-4,-16,-27,-15,4,-7,-2
Nc1ccccc1-c1nnc(SCc2ccccc2Cl)[nH]c1=O,18,6,3,-5,-6,-3,-4,-16
CC(=O)Nc1ccc(NC(=O)CSc2nnc(NC(=O)c3cccc(F)c3)s2)cc1,2,-4,3,9,68*,-12,52*,-4
Cc1ccn2cc(-c3ccc(NC(=O)c4ccco4)cc3)nc2c1,-5,-87,3,-100,48,1,64*,-64
C=C1c2cc(C)c(C)cc2NC(=O)N1c1ccccc1,1,-13,-3,-2,-2,-1,-10,-7
O=C(NC1CCCCC1)OCCN1CCN(Cc2ccccc2)CCC1=O,.,9,10,1,2,-5,-2,.
CC(NC(=O)C(Cc1ccccc1)n1cccc1)c1ccccc1 (stereo not given),-5,7,14,10,3,-13,-3,-3
Cc1nn(CC(=O)N(C)C)c(C)c1S(=O)(=O)N1CCOCC1,0,13,12,16,-4,-5,2,-2
Cc1oc(C(C)(C)C)cc1C(=O)Nc1cccc(/C=C\C(=O)O)c1,4,9,3,-2,3,1,0,-11
Cc1ccc(-c2noc(-c3ccccc3C(=O)NCc3ccco3)n2)cc1,-5,1,7,-14,6,-2,-7,-4
Cc1cc(C)cc(OCC(=O)NNC(=O)c2ccccn2)c1,0,12,96*,12,3,-24,6,-4
COc1ccc(/C=N/Nc2nc(=O)[nH]nc2C)cc1OC,-7,-2,-21,5,-11,-10,-8,2
CC(=O)Nc1ccc(OCC(=O)NCc2ccc(C)cc2)cc1,-7,-1,5,11,5,-6,-1,-2
Cc1cccc(/C=N/NC(=O)c2cc(Br)ccc2OCc2ccccc2)n1,2,-12,3,-1,1,13,6,9

# Some of the entries so far, with two lines to a compound:
# Values run as follows: HKDC1 inhibitor, Jurkat NFkB inh, UBC13 polyUb, 697 NFkB inh, SENP8 inh, Apaf-1 inh, SENP7 inh, Gli-Sufu block
- Cc1nn(CC(=O)N(C)C)c(C)c1S(=O)(=O)N1CCOCC1
    0, 13, 12, 16, -4, -5, 2, -2
- Cc1oc(C(C)(C)C)cc1C(=O)Nc1cccc(/C=C\C(=O)O)c1
    4, 9, 3, -2, 3, 1, 0, -11
- Cc1ccc(-c2noc(-c3ccccc3C(=O)NCc3ccco3)n2)cc1
    -5, 1, 7, -14, 6, -2, -7, -4
- Cc1cc(C)cc(OCC(=O)NNC(=O)c2ccccn2)c1
    0, 12, 96*, 12, 3, -24, 6, -4
- COc1ccc(/C=N/Nc2nc(=O)[nH]nc2C)cc1OC
    -7, -2, -21, 5, -11, -10, -8, 2
- CC(=O)Nc1ccc(OCC(=O)NCc2ccc(C)cc2)cc1
    -7, -1, 5, 11, 5, -6, -1, -2
- Cc1cccc(/C=N/NC(=O)c2cc(Br)ccc2OCc2ccccc2)n1
    2, -12, 3, -1, 1, 13, 6, 9

# Bioassay records as filed in PubChem BioAssay.
